N370S GC: N370S glucocerebrosidase modulation, Gaucher chaperone candidate. 330,000 tested, 0.092% active. P04062. N370S GC spleen homogenate, 4MU-glucoside fluorescence. AID 2101. Potency, µM (top dose mostly 59.4 µM), for the others: top-dose activity change, negative = inhibition, usual class: inhibitors;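 further: 0% = full enzyme activity and -100% = no enzyme basal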
TDP1 inh: inhibitors of human tyrosyl-DNA phosphodiesterase TDP1. Q9NUW8. Potency, µM (highest dose often 130 µM), for the others: at the top dose activity change, negative = inhibition, hits mostly inhibitors. recombinant TDP1, AlphaScreen DNA substrate cleavage. 350,000 tested, 0.28% active; further: nearly all actives have a fitted effect of over 40% in size
Target sequence (Q9NUW8 whole entry, looked up): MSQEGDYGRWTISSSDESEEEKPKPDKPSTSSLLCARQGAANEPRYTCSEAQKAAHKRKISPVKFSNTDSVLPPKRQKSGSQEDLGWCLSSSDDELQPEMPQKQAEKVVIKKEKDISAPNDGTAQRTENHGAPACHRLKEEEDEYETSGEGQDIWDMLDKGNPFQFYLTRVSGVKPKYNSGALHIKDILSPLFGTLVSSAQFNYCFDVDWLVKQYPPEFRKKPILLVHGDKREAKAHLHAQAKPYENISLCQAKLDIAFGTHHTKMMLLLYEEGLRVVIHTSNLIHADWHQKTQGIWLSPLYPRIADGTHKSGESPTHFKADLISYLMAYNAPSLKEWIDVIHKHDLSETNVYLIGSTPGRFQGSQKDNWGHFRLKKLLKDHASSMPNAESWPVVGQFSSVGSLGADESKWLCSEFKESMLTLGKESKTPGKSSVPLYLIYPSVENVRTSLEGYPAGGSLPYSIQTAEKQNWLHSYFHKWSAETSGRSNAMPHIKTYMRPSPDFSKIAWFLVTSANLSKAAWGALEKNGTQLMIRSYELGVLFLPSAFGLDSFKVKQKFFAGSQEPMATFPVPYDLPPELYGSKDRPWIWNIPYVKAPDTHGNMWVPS
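Recombinant human Tdp1 (E. coli-expressed, 1 nM final) preincubated with compounds 15 min at room temperature, then 5'-biotin/3'-phosphotyrosine-FITC DNA substrate (15 nM final) added for 5 min. AlphaScreen beads (10 ug/ml final) added 10 min; cleavage lowers signal.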
FEN1 inh: inhibitors of human flap endonuclease 1; Potency, µM (titrated, usually from 114 µM), inactives show at the highest dose activity change, negative = inhibition, actives largely listed as inhibitors; Recombinant FEN1 flap cleavage, fluorescence, 15 min; 390,000 tested, 0.35% active; P39748; further: nearly all actives have a fitted effect of over 65% in size
Target sequence (P39748 whole entry, looked up): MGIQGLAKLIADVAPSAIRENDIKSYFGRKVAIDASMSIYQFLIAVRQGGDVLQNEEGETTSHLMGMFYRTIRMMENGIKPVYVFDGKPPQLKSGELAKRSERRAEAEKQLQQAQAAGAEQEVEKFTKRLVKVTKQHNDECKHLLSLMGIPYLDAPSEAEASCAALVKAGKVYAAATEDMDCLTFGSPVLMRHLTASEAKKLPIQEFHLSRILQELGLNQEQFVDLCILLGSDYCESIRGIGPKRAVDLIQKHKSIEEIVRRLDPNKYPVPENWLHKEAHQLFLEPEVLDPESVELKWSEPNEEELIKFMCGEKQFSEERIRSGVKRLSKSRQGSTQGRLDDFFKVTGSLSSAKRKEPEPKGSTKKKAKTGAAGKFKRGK
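Nuclease activity of 10 nM FEN1 was measured after 15 min of room-temperature exposure to titrated compounds, by adding 50 nM flap substrate and reading plates at 0 and 15 min.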
* marks the source's active call; other numbers are inactive results; ? = inconclusive; / = no result given; & = joins results of further samples; [ ] = dose if it differs, or a comment. The call rests on the fitted dose curve; in most records, active means well fitted curve in the direction sought with a large enough effect; inconclusive means small, poorly fitted or top-dose-only effect, or another doubt; inactive means no such curve, though single readings can be large; an effect the other way counts as inactive or inconclusive. Unless noted, on the % scale 0 is the no-effect control and ±100 the full control effect; potency means the concentration at half of the fitted maximal effect.

N370S GC	TDP1 inh	FEN1 inh	Compound
0%	1%	19%	Cc1nn(C(C)C(=O)NC2CC2)c(=O)c2nn(-c3ccccc3)c(C)c12 (stereo not drawn)
-1%	-10%	1%	COc1ccc(C(=O)c2oc3ccc(OC)cc3c2NC(C)=O)cc1
-26%	0%	2%	COc1cc(C)c(Cc2cnc(N)nc2N)cc1OC
-9%	0%	41%[activator]	O=C(c1cc(COc2c(F)cccc2F)on1)N1C[C@H]2CC[C@H]1C2
2%	0%	4%	N#CC(c1ccccn1)c1ncc(C(F)(F)F)cc1Cl (stereo not drawn)
/	0%	12%	CC1(NC(=O)Nc2cccc(Br)c2)CCS(=O)(=O)C1 (stereo not drawn)
4%	1%	-3%	COCCCN(CCCN)Cc1ccco1
/	2%[56.1 µM]	2%	O=C(C[C@H]1C[C@H](C(=O)N2CCCCC2)[C@@]2(CCc3ccccc3)c3[nH]c4ccc(Cl)cc4c3CCN2C1=O)NCCc1ccccn1
12%	5%	-18%	CC1CCN(C(c2nnnn2CCc2ccccc2)C(C)C)CC1 (stereo not drawn)
6%	8%	-12%	COc1ccc(NC(=O)c2cccc(N3C(=O)NC4CC3(C)Oc3ccccc34)c2)cc1 (stereo not drawn)
0%	7%	7%	CC(=O)NCC(=O)N(C)C(C(=O)Nc1ccc2c(c1)OCCO2)c1ccccc1 (stereo not drawn)
/	10%	?	Cc1[nH]c2ccccc2c1C1(O)C(=O)N(Cc2ccccc2)c2ccc(Br)cc21 (stereo not drawn)
1%	-2%	1%	CCCCn1c(SCC(=O)N2c3ccccc3Sc3ccccc32)nc2c1c(=O)n(C)c(=O)n2C
4%	3%	-6%	O=C1C(=C2SCCCS2)CC/C1=C\c1ccc(F)cc1
4%	1%	4%	Cc1nnc2ccc(N3CCN(C(=O)c4ccccc4)CC3)nn12
0%	4%	-17%	O=C(Oc1ccc(N(Cc2cccs2)C2=NS(=O)(=O)c3ccccc32)cc1)c1ccccc1Cl
-1%	5%	-8%	CC(C)Cn1c(SCC(=O)N2CCN(C(=O)c3ccco3)CC2)nc2ccccc2c1=O
4%	0%	-4%	O=C(Nc1ccccc1)N1CCCN(c2nccc(C(F)(F)F)n2)CC1
-13%	6%	-5%	COc1ccc(C2=NO[C@@H]3C(=O)N(C4CCCCC4)C(=O)[C@H]23)cc1OC
-13%	5%	-9%	Cn1c(C(=O)NC2CC2)cc2c(=O)n(C)c3ccccc3c21
-8%	0%	18%	NC(=O)C1CCN(C(=O)c2ccc(Oc3cc(Cl)cc(Cl)c3)o2)CC1
-22%	12%	-11%	CCc1ccc2[nH]c(=O)c(CN(CCN(C)C)C(=S)NCc3ccco3)cc2c1
-3%	8%	?	COc1ccc(N)c2c1C(=O)c1ccccc1C2=O
-5%	/	6%	COc1ccc(-c2csc(N3CCN(c4cc5c(cc4Cl)nc(-c4ccncc4)n5CCOCCO)CC3)n2)cc1
-6%	1%	-11%	COC(=O)c1cc(S(=O)(=O)NCC2CCN(CCc3cccs3)CC2)c[nH]1

(list continues)
N370S GC	TDP1 inh	FEN1 inh	Compound
0%	2%	-4%	COc1ccc2[nH]c(=O)c(CN(CCO)S(=O)(=O)c3c(C)ccc4nsnc34)cc2c1
-13%	9%	1%	COc1cccc(C(C(=O)NC(C)(C)C)N(C(=O)CCC(=O)Nc2cc(C)on2)c2ccc3c(c2)OCCO3)c1OC (stereo not drawn)
4%	5%	-3%	CCCCCC1CCC(c2n[nH]c(=S)n2C)CC1 (stereo not drawn)
2%	10%	-14%	COc1ccc(Nc2ccccc2NC(=O)c2ccccc2Br)cc1
2%	2%	19%	N=c1n(CC(=O)c2ccc([N+](=O)[O-])cc2)c2ccccc2n1Cc1ccc(Cl)cc1
-2%	2%	1%	O=C(NC(=O)c1c(Cl)cccc1Cl)Nc1ccc(Oc2cccnc2)nc1
-3%	3%	-24%	CCOC(=O)C1(Cc2cccc(OC)c2)CCN(Cc2cccn2-c2nccs2)CC1
2%	8%	?	CC(=O)Nc1ccc(C(=O)n2nc(C)cc2C)cc1
/	6%	-7%	O=C(NCc1ccccc1Cl)c1cc2cccc3c2n1CCS3
/	3%	-11%	Cc1ccc([C@H]2C(C(=O)O)=CC[C@@H](c3ccc(C)cc3)N2S(=O)(=O)c2ccc(C)cc2)cc1
/	-3%	-16%	COc1ccc([C@H]2CC(=O)C=C(c3cc(F)ccc3OC)C2)cc1
6%	5%	-1%	Cc1nn(C(C)C(=O)O)c(C)c1[N+](=O)[O-] (stereo not drawn)
-3%	0%	-7%	O=C(CN1C(=O)S/C(=C\c2ccccn2)C1=O)Nc1ccccc1
-3%	-8%	-1%	NS(=O)(=O)c1ccc(NC(=S)NNC(=O)c2cccs2)cc1
-14%	3%	20%&-13%	COc1ccccc1CNC(=O)Cn1c(=O)oc2cc(S(=O)(=O)N3CCCC3)ccc21
0%	-2%	-17%	CCCCNC(=O)CSc1nnc(-c2ccc(S(=O)(=O)N3CCCC3)cc2)n1C
-5%	0%	13%	O=C(CSc1ccccc1)Nc1ccc(N2CCOCC2)c(F)c1
-3%	3%	0%	O=C(NCCc1cn2ccccc2n1)c1cc(COc2ccc3ncccc3c2)on1
/	1%	?	COc1ccc(NC(=O)c2cc(C3CC3)nc3c2cnn3C(C)C)cc1OC
8%	-2%	-4%	COC(=O)c1c(NC(=O)c2ccccc2)sc(Cc2ccccc2)c1C
/	9%	8%	O=C(Cn1nc(Cc2ccncc2)c2ccccc2c1=O)Nc1cccc(C(F)(F)F)c1
/	-5%	-20%	COc1ccccc1NC(=O)c1sc(-c2ccc(Cl)cc2)cc1N
17%	0%&2%	11%&-1%	COc1ccccc1CNC(=O)c1nn(-c2ccc(C)cc2)c(=O)c2c1c1ccccc1n2C
-23%	8%	-4%	CCN(CC(=O)Nc1c(F)cccc1F)C(=O)c1cccnc1Sc1ccccc1
/	2%	0%	Cc1cc(Br)cc(C)c1NC(=O)c1sc2ncn(Cc3cccc(F)c3)c(=O)c2c1C

Remaining list, next part:
N370S GC	TDP1 inh	FEN1 inh	Compound
-2%	1%	-22%	OCCC1CN(Cc2ccc(Oc3ncccn3)cc2)CCN1Cc1ccc(F)c(F)c1 (stereo not drawn)
/	3%	-15%	COc1ccc(NC(=O)CN(C)C(=O)c2cccc(Oc3ccccc3)c2)cc1
-12%	0%	-7%	O=C(N/C(=C\c1cccc([N+](=O)[O-])c1)C(=O)N1CCCCC1)c1cccs1
-3%	/	-17%	CCCCCCCCOc1ccc(C2CC(=O)NC2=O)cc1 (stereo not drawn)
3%	/	2%	COCCNC(=O)[C@@H]1CSC2c3ccccc3C(=O)N21 (stereo partly drawn)
15%	3%	15%	Cc1n[nH]c(=S)n1-c1ccccc1
-15%	-1%	-8%	COc1ccc(/C=C2\SC(=S)N(CC(=O)Nc3nnc(C)s3)C2=O)cc1
/	-8%	-14%	CCS(=O)(=O)c1cccc(C(=O)Nc2ccc(-c3nc4ccccc4s3)c(O)c2)c1
2%	5%	/	COC1C[C@@H](O[C@@H]2C(C)C(=O)OC(C)C(C)C(O)C(C)C(=O)[C@@]3(CO3)CC(C)C(OC3OC(C)CC(N(C)C)C3O)C2C)OC(C)[C@@H]1O (stereo partly drawn)
/	5%	-1%	CCc1ccccc1NC(=O)CN(c1ccccc1)S(=O)(=O)c1ccsc1C(=O)OC
-8%	2%	?	CCCCOC(=O)c1ccc(NC(=O)c2nn(C)cc2Br)cc1
0%	0%	4%	NCCCCCc1cn([C@@H](CCC(=O)O)C(=O)NCCCCCCCCCCC(=O)N2CCNCC2)nn1
5%	-3%	22%	CC1CCN(Cc2nc(Cl)c3c4c(sc3n2)CCC4)CC1
-2%	8%	-2%	CNc1nc2c(Cl)cc(Cl)cc2s1
/	-1%	-7%	CCOC(=O)c1ccc(NC(=O)CSc2ccc(-c3sc(C)nc3C)nn2)cc1
-1%	-2%	19%	COCCOC1CCN(C(=O)C2CCC(=O)N(Cc3cccc(F)c3)C2)CC1 (stereo not drawn)
-1%	7%	-12%	CCN1C(c2ccc(F)cc2)=CS/C1=C(\C#N)c1nnc2n1-c1ccccc1SC2
3%	8%	4%	NC(=O)C1(N2CCCCC2)CCN(C2CC(=O)NC2=O)CC1 (stereo not drawn)
8%	1%	-5%	COC(CNC(=O)c1cc(Sc2nnc(C)s2)nc2ccccc12)OC
1%	/	-5%	CC1(c2ccc(OC(F)F)cc2)NC(=O)N(CC(=O)Nc2cccnc2Cl)C1=O (stereo not drawn)
/	7%	9%	COc1ccc(-c2noc(CSc3nnc(Cc4ccccc4)n3-c3ccc(F)cc3)n2)cc1
15%	/	-1%	CC(=O)OCc1c(-c2ccccc2)c2cc([N+](=O)[O-])ccc2n1C
/	-3%	18%	Cc1cccc(CC(=O)NCCc2sc3nc(-c4ccc(F)cc4)nn3c2C)c1
-4%	/	1%	CCOc1cc(CNCc2ccc3c(c2)OCO3)ccc1OC
?	-3%	20%	CCN(CC)CCCNC(=O)CN1C(=O)CSc2ccc(S(=O)(=O)N3CCOCC3)cc21

As a working copy, part of the list above:
N370S GC	TDP1 inh	FEN1 inh	Compound
-4%	/	1%	CCOc1cc(CNCc2ccc3c(c2)OCO3)ccc1OC
?	-3%	20%	CCN(CC)CCCNC(=O)CN1C(=O)CSc2ccc(S(=O)(=O)N3CCOCC3)cc21

3 structures out of the list, arranged by length of the SMILES, falling.
N370S GC	TDP1 inh	FEN1 inh	Compound
2%	5%	/	COC1C[C@@H](O[C@@H]2C(C)C(=O)OC(C)C(C)C(O)C(C)C(=O)[C@@]3(CO3)CC(C)C(OC3OC(C)CC(N(C)C)C3O)C2C)OC(C)[C@@H]1O (stereo partly drawn)
8%	1%	-5%	COC(CNC(=O)c1cc(Sc2nnc(C)s2)nc2ccccc12)OC
-2%	8%	-2%	CNc1nc2c(Cl)cc(Cl)cc2s1

Some entries already given, limited to FEN1 inh.
SMILES,FEN1 inh
NCCCCCc1cn([C@@H](CCC(=O)O)C(=O)NCCCCCCCCCCC(=O)N2CCNCC2)nn1,4%
COc1ccc(/C=C2\SC(=S)N(CC(=O)Nc3nnc(C)s3)C2=O)cc1,-8%
CC(=O)OCc1c(-c2ccccc2)c2cc([N+](=O)[O-])ccc2n1C,-1%
COCCNC(=O)[C@@H]1CSC2c3ccccc3C(=O)N21 (stereo partly drawn),2%
CCOC(=O)c1ccc(NC(=O)CSc2ccc(-c3sc(C)nc3C)nn2)cc1,-7%
CCc1ccccc1NC(=O)CN(c1ccccc1)S(=O)(=O)c1ccsc1C(=O)OC,-1%

(cont.)
N370S GC	TDP1 inh	FEN1 inh	Compound
3%	/	-6%	Cc1ccc(S(=O)(=O)Nc2nc3ccccc3nc2NCC2CCCO2)cc1 (stereo not drawn)
5%	0%	-2%	COc1ccccc1CNC(=O)CSc1ccc(Br)cc1
-28%	-8%	-2%	COc1ccc(COC(=O)C2CCN(S(=O)(=O)c3ccc(F)cc3)CC2)cc1
-6%	7%	-11%	COc1cc(OC)c(-c2nc3cnccc3n2C)cc1OC
-10%	5%	-1%	CC(NC(=O)C(c1ccccc1)c1ccccc1)C(=O)O (stereo not drawn)
-5%	1%	-12%	OC(CNCc1ccco1)Cn1c2ccccc2c2ccccc21 (stereo not drawn)
-7%	/	16%	Cc1cn(CCOc2ccc(Cl)cc2)c(=O)[nH]c1=O
13%	-3%	-22%	Cc1cccc(NC(=O)c2cccc(NS(=O)(=O)c3ccc(Cl)cc3)c2)c1
?	1%	-1%	COc1cccc(CN(C)C(=O)C2CCC(=O)N(Cc3cccc(F)c3)C2)c1 (stereo not drawn)
4%	-1%	-18%	CC(C)NC(=O)CSc1nnc(-c2ccc(F)cc2)c2ccccc12
-6%&-5%	10%	/	COC(=O)C1=C(C)NC(C)=C([N+](=O)[O-])[C@@H]1c1ccccc1C(F)(F)F
-2%	0%	-2%	Cn1ncc(Cl)c(Oc2ccccc2)c1=O
9%	4%	1%	CC(C(=O)N1CC2(C)CC1CC(C)(C)C2)N1C(=O)c2ccccc2C1=O (stereo not drawn)
-14%	/	0%	CC(C)CN(C(=O)c1ccco1)C1CCS(=O)(=O)C1 (stereo not drawn)
7%	9%	-7%	CCCc1ncc(C(=O)c2ccc(OC)cc2)n1C
3%	0%	4%	CN(C)c1ccnc(NCc2ccccc2)c1C#N
9%	21%	/	O=S(=O)(Nc1cccc2cccnc12)c1ccccc1O
-8%	2%	3%	COCCNC(=O)COc1ccc(Br)cc1Cl
12%[12.8 µM]	1%	2%	CC(Sc1nc(-c2ccccc2)cc(C(F)(F)F)n1)C(=O)Nc1sc2c(c1C#N)CCC2 (stereo not drawn)
1%	-3%	-3%	CCn1c(SCC(=O)NCCc2ccccc2)nnc1-c1ccco1
-27%	4%	-2%	OC(Cn1nnc2ccccc21)Cn1c(C(F)(F)F)nc2ccccc21 (stereo not drawn)
?	13%[56.1 µM]	/	O=c1cc(-c2ccccc2)oc2c1ccc1ccccc12
-3%	6%[0.0935 µM]	-2%	Cc1ccc(C(=O)Oc2ccc(Br)cc2C(=S)N2CCOCC2)cc1
0%	-6%	-19%	COc1cccc(/C=N/NC(=O)c2ccc(OCc3cccc(Br)c3)cc2)c1
7%	-4%	-24%	O=C(NCCSCc1c(F)cccc1Cl)c1ccco1
/	-3%	19%	CSCCC1NC(=O)N(CC(=O)N2CCc3ccccc3C2)C1=O (stereo not drawn)

Bioassay records deposited in PubChem by National Center for Advancing Translational Sciences (NCATS).

Random draw from the library; 0.57% or so of the library scored in one or more.
